SMARCA2 activ = SMARCA2 function activation, primary screen | 370,000 tested, 1% active | MG213 cells, MMTV-luciferase reporter, dexamethasone, overnight | activation, % at 9.1 µM; in the data active = activation above about 7.8%;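 also: 0% = vehicle wells and 100% = reference activator wells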
FXN GAA850 act = activators of GAA850 frataxin (FXN) promoter; HEK293 lucGAA850 FXN promoter luciferase reporter, 24 h; percent of 10 µM SAHA response; activation, % at 6 µM; 360,000 tested, 0.56% active;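 active = activation above the average of all compounds screened plus 3 SD, cutoff fixed separately per campaign, cut at about 7.5% in these data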;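 also: 0% = DMSO wells and 100% = 10 µM SAHA wells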
DAX1 inh-1 = DAX1 (NR0B1) inhibition, primary screen; HEK293T StAR-luciferase reporter, SF-1/DAX-1 repression relief; 370,000 tested, 1.1% active; inhibition, % at 6.8 µM; AID 652010;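 active = inhibition above the mean over all tested compounds plus 3 SD, cut at about 3.6% in these data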;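 also: 0% = DAX-1 cells with DMSO and 100% = cells lacking DAX-1 with DMSO; higher inhibition means more luminescence from relief of DAX-1 repression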
PLCb3 inh = blocks human PLC-beta3 enzyme activity; inhibition, % at 12.2 µM; Purified PLC-beta3, fluorogenic substrate, fluorescence; Q01970; 370,000 tested, 0.18% active; AID 720704; in the data active = inhibition above about 11%;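 also: 0% = median of compound wells on plate and 100% = full blocker control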
HGIII-sPLA2 inh = Blocks human group III sPLA2 activity | Q9NZ20 | QFRET BODIPY PC-A2 liposome hydrolysis, fluorescence | inhibition, % at 12.2 µM | 370,000 tested, 0.56% active | AID 743126;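 active = inhibition above mean plus 3 SD of compounds lying within the high and low control bounds, cut at about 19% in these data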;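 also: 0% = median of test compound wells and 100% = no enzyme DMSO wells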
Target sequence (Q9NZ20 whole entry, looked up): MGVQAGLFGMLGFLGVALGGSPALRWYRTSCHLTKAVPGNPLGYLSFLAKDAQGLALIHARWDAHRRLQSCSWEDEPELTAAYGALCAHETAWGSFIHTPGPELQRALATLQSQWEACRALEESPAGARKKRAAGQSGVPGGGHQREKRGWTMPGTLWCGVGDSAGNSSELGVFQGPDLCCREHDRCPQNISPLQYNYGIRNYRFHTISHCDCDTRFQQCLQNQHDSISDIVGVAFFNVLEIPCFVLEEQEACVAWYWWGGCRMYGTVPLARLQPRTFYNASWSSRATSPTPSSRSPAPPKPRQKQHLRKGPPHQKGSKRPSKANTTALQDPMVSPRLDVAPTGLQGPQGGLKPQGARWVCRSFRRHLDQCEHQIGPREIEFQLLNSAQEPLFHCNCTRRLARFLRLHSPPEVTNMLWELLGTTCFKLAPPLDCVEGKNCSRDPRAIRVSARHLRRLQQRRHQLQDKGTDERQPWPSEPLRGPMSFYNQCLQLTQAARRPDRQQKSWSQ
DAX1 inh-2 = inhibitors of human orphan nuclear receptor DAX1 (NR0B1); P51843; HEK293 Gal4-DAX1 luciferase reporter, luminescence; inhibition, % at 6.75 µM; 340,000 tested, 0.99% active; AID 504766;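 active = inhibition above the mean over all tested compounds plus 3 SD, cut at about 4.2% in these data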;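 also: 0% = DAX1-transfected cells with DMSO and 100% = empty-vector control cells with DMSO; inhibition shows as a rise in luminescence from relieved DAX1 repression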
Target sequence (P51843 207-470 limits assumed): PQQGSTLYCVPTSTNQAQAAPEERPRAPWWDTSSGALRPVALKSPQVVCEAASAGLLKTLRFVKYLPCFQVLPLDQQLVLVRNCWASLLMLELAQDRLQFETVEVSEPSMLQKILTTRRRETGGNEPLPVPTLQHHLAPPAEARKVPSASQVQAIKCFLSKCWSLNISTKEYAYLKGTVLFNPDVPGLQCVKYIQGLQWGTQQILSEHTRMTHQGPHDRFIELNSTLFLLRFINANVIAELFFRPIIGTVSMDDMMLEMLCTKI
hgDAF-12 ag = activates the H. glycines DAF-12 receptor ligand-binding domain; HEK293 GAL4-hgDAF12 UAS-luciferase reporter, agonist luminescence; normalized to butyrate control; activation, % at 6.8 µM; 370,000 tested, 1.8% active; AID 687014;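 active = activation above a cutoff set at the mean of all screened compounds plus 3 SD, cut at about 10% in these data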;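 also: 0% = DMSO wells and 100% = sodium butyrate wells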
hcDAF12 agonist = activators of H. contortus DAF-12 nuclear receptor; 370,000 tested, 1.4% active; activation, % at 6.8 µM; HEK293 hcDAF-12 lit1-tk-luc reporter, luminescence; 0% DMSO, 100% Δ7-dafachronic acid;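 active = activation above the mean of all tested compounds plus 3 SD, cut at about 5.5% in these data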;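 also: 100% = response to 3 µM Δ7-dafachronic acid high control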
PG9 Ab binder = binds the HIV-1 gp120 antibody PG9. inhibition, % at 6.7 µM. TR-FRET gp120-PG9 antibody binding. 360,000 tested, 0.43% active. AID 624416; in the data active = inhibition above about 8.5%
ssDAF-12 act = S. stercoralis DAF-12 activation, primary screen; HEK293 ssDAF-12/GRIP1 lit1-tk-luc reporter, luminescence; % of 3 µM dafachronic acid response; activation, % at 6.8 µM; 370,000 tested, 1% active;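 active = activation above the mean over all tested compounds plus 3 SD, cut at about 0.9% in these data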;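 also: 0% = DMSO-only wells and 100% = 3 µM delta7-dafachronic acid wells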
Rev-erbA mod = modulates human Rev-erb alpha binding to DNA; P20393; 370,000 tested, 0.79% active; Rev-erbα–FITC-DNA binding, fluorescence polarization, 90 min; AID 1259318; activity, % at 10 µM;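 active = activity above about 14%, limit read from the data; passing the limit was not always enough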;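 also: 0% = DMSO wells with 35 nM protein and 100% = DMSO wells with 750 nM protein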
Active calls of the source: *; . = no result given; & = joins results of further samples. The order is random; overall some 7% were active at least once.

SMILES | SMARCA2 activ | FXN GAA850 act | DAX1 inh-1 | PLCb3 inh | HGIII-sPLA2 inh | DAX1 inh-2 | hgDAF-12 ag | hcDAF12 agonist | PG9 Ab binder | ssDAF-12 act | Rev-erbA mod
C(=C\c1ccccc1)/CN1CCN(C(c2cccc3ccccc23)c2nnnn2Cc2ccccc2)CC1 (stereo unspecified) | -2 | . | 1.0 | 0 | -17 | . | -0.6 | -1.2 | 2.2 | -1.4 | 3
N=c1oc2ccccc2cc1-c1nc(-c2ccc(Cl)cc2)cs1 | 3 | -1.4 | -0.4 | -13 | 0 | 0.1 | 2.2 | 1.2 | 10* | -0.9 | 1
Cc1ccc(NC(=S)NC(=O)c2ccc(F)cc2)cc1S(=O)(=O)Nc1ccccc1Cl | -4 | 0.2 | -0.2 | 2 | -24 | -0.3 | 0.9 | -3.0 | 0.8 | -1.0 | -3
O=C(CSc1nnnn1-c1ccccc1)Nc1nsc(-c2ccc(Cl)cc2)n1 | -1 | -0.8 | -0.2 | -2 | 3 | 0.2 | -2.1 | -0.3 | 7.7 | -1.3 | 26*
COc1ccc(OC)c(NC(=O)CCN2CCCC(C)C2)c1 (stereo unspecified) | -1 | 3.0 | 0.2 | 2 | 0 | -1.2 | 0.8 | -0.4 | -1.4 | -1.5 | 1
Cc1cc(C)cc(NC(=O)CSc2nc(=O)n3cc(C)ccc3n2)c1 | 5 | 0.7 | -1.7 | -4 | -8 | 0.0 | 2.6 | -1.6 | 0.1 | -0.9 | -2
CN(CC(=O)Nc1ccc(F)cc1)C(=O)COc1ncnc2ccccc12 | 4 | 0.7 | 0.2 | -10 | 2 | 1.4 | -0.2 | -1.2 | -0.5 | -1.5 | 3
CCn1c(CCNC(=O)c2cccs2)n[nH]c1=S | 0 | -2.0 | -0.6 | 1 | 8 | 0.3 | 0.2 | -0.5 | 0.5 | -0.9 | 1
CC1CN(C(=O)CCC(=O)NC2CCCCC2)c2ccccc2S1 (stereo unspecified) | 1 | -0.7 | 1.4 | -10 | -2 | -1.2 | -1.5 | -1.4 | -0.3 | -1.3 | 2
O=C(Nc1cccc(Cl)c1)c1ccc2sc([C@H]3C[C@H](O)[C@@H](CO)O3)nc2c1 | -2 | 3.3 | -1.9 | 0 | 1 | . | -0.2 | -0.5 | 0.8 | -1.3 | -5
COc1ccccc1NS(=O)(=O)c1cc(NC(=S)Nc2cc(C)cc(C)c2)ccc1Cl | -2 | -2.9 | -0.5 | -1 | 6 | 0.7 | 2.1 | -2.9 | -0.5 | -1.5 | 3
CC1Cc2ccccc2N1C(=O)CSc1nnnn1C(C)C (stereo unspecified) | -3 | -2.4 | -1.2 | 2 | 1 | -0.5 | 2.7 | -2.4 | -0.5 | -1.6 | 1
CCCCS(=O)(=O)N1CN(S(=O)(=O)CCCC)C2NC(=O)NC21 (stereo unspecified) | 5 | 0.6 | 0.1 | 1 | 1 | 0.4 | 1.9 | 1.2 | -0.9 | -0.7 | 1
CCOc1ccc(CN2CCNC(=O)C2CC(=O)N(C)Cc2nonc2C)cc1 (stereo unspecified) | -1 | -0.5 | -0.7 | -8 | 1 | 0.3 | -2.2 | 0.8 | 0.6 | -0.9 | 8
Cc1c(NC(=O)CSc2ccc(Cl)cc2)cccc1-c1nc2cc(Cl)ccc2o1 | 0 | -1.6 | 0.2 | -5 | 10 | 0.5 | 1.1 | 1.0 | -0.3 | -1.2 | 4
CC(C)Oc1ccc(CN2CCC2(C)C(=O)Nc2ccc3c(c2)OCO3)cc1 (stereo unspecified) | -3 | 2.4 | -0.6 | 8 | 4 | . | 2.5 | -1.5 | -1.3 | -1.0 | 5
CCOC(=O)C1CCN(C(=O)c2cc(S(=O)(=O)N3CCOCC3)c(Cl)cc2Cl)CC1 | -7 | -2.5 | -0.3 | 9 | 7 | -0.6 | -0.5 | -0.7 | 0.9 | -0.8 | 1
Cn1cccc1/C=C1\SC(=S)N(NC(=O)c2ccc(Cl)cc2)C1=O | 5 | -0.5 | -0.1 | -4 | -5 | -0.5 | 1.1 | -1.1 | -2.6 | -1.0 | 1
Cc1ccc2c(=O)[nH]c(Cc3ccccc3C(=O)O)nc2c1 | -1 | -6.3 | -0.8 | -6 | 4 | -2.9 | -0.7 | -1.0 | -0.9 | -0.9 | -3
Cc1nc2oc3c(NCC4CCCO4)ncnc3c2c2c1COC(C)(C)C2 (stereo unspecified) | -4 | -1.5 | -0.2 | -21 | -3 | 0.8 | 1.7 | -0.6 | -1.5 | -1.2 | 0
CC(C)(C)C1CCC(=NNc2ccc(S(N)(=O)=O)cc2[N+](=O)[O-])CC1 (stereo unspecified) | 1 | 2.0 | -0.2 | 3 | -1 | -1.5 | 2.4 | -2.6 | -2.8 | -1.2 | -1
CC(Oc1ccc(Br)cc1)C(=O)NCC(C)(C)N1CCOCC1 (stereo unspecified) | 3 | 0.0 | -0.2 | -1 | -4 | -0.1 | -4.2 | -1.9 | -0.6 | -0.8 | 2
CCN(CC(=O)Nc1ccccc1C(F)(F)F)C(=O)c1ccccc1Cc1ccccc1 | 3 | 0.0 | -3.3 | 3 | -8 | -1.1 | -3.2 | -0.8 | -1.5 | -1.5 | -2
COc1ccc(C(=O)C(=NN)c2ccccc2)cc1 | 3 | 0.8 | 2.6 | 4 | -2 | 1.1 | 12* | 0.5 | -0.8 | 0.2 | -1
Cc1cccc(NC(=O)c2ccc(N(C)C3CCCCC3)c([N+](=O)[O-])c2)n1 | 0 | -3.1 | -2.2 | 4 | 2 | -2.9 | -0.2 | -2.6 | -1.9 | -2.2 | 3
CCCC1(c2ccsc2)NC(=O)NC1=O (stereo unspecified) | -1 | -0.8 | -0.4 | 2 | 9 | -0.6 | -2.0 | -1.5 | 2.8 | 0.1 | -3
Cc1cccc(NC(=O)CSc2nnc(NC(=O)CN3CCCCC3)s2)c1 | -2 | . | 0.1 | 4 | -5 | . | 2.8 | -1.3 | 1.8 | -1.4 | 3
COc1cc(/C=N/Nc2nc(=O)[nH]nc2C)cc([N+](=O)[O-])c1O | 6 | 4.1 | -0.4 | -1 | 3 | 3.5 | 4.0 | -1.2 | -12 | -1.3 | 4
O=S(=O)(c1ccc2ccccc2c1)N1CCN(C(=S)Nc2ccc(F)c(Cl)c2)CC1 | 3 | -1.0 | 0.1 | 5 | -8 | -1.6 | 1.0 | -0.9 | 0.0 | -0.7 | 7
C[C@@H]1CN([C@@H](C)CO)C(=O)c2cc(NC(=O)Nc3cccc4ccccc34)ccc2O[C@@H](C)CCCCO[C@H]1CN(C)C(=O)c1ccccc1 | -4 | 0.8 | -2.5 | -30 | -10 | -1.3 | -2.4 | -0.3 | 0.0 | -1.5 | -1
Cc1ccc2nc(-c3ccc(NC(=O)CSc4nnc(Cc5cccs5)n4C)cc3)sc2c1 | -2 | . | 2.3 | -229 | -17 | . | 13* | 3.6 | . | -0.3 | 43*
COC(=O)[C@@]12CCCCN1[C@H](c1ccc(SC3CCCCC3)cc1)[C@@H]1C(=O)N(C)C(=O)[C@@H]12 | 2 | 0.3 | 1.4 | 5 | 4 | 3.0 | 1.0 | -0.1 | -1.9 | -1.3 | -1
CC(C)NOC(=O)c1ccc(Cl)cc1 | -1 | 1.0 | 0.0 | 0 | 2 | 1.2 | 3.5 | -2.9 | -1.4 | -1.1 | 4
O=C(CN(Cc1ccccc1)C1=NCCS1)c1ccc(Cl)cc1 | 2 | -2.0 | -0.2 | 0 | -28 | -1.1 | -2.4 | -0.9 | -0.2 | -1.9 | 9
Cc1csc(NC(=O)c2cc(C)on2)n1 | 11* | 3.6 | 7.0* | 1 | 1 | 1.2 | 6.5 | 0.3 | -1.7 | 0.2 | 0
Cn1c(=O)c2c(nc(Sc3ncnn3CC(=O)N3CCOCC3)n2C)n(C)c1=O | 0 | -0.7 | -0.5 | -9 | 0 | 1.3 | -1.7 | -1.0 | 1.3 | -1.5 | 1
Cc1cc(-c2ccco2)n(CC(=O)NCCN(C)C)n1 | 1 | 2.2 | 1.2 | 2 | -1 | -0.2 | -2.3 | -0.1 | -4.7 | -1.4 | 6
CCOC(=O)C1CCCN(C(=O)CCNC(=O)Cn2ccc3ccccc3c2=O)C1 (stereo unspecified) | -2 | 0.8 | -0.6 | -5 | 8 | -0.3 | -0.3 | -0.9 | -2.4 | -1.2 | -2
Cc1ccc2c(c1)C(c1ccccc1)N(C(=O)c1cccc([N+](=O)[O-])c1)CC(=O)N2 (stereo unspecified) | -3 | 2.0 | -0.5 | -5 | -5 | -1.2 | -4.2 | -3.3 | -2.8 | -1.4 | 0
CCN(Cc1cccc(OC)c1)CC1CCCN(CCc2cccc(OC)c2)C1 (stereo unspecified) | -3 | -0.3 | -0.3 | -3 | -7 | -0.7 | -0.4 | -1.9 | -0.1 | -1.7 | 5
COCCCNc1nc2ccccc2nc1NS(=O)(=O)c1cccc(Cl)c1 | -4 | 2.3 | -0.6 | -93 | -19 | -0.6 | -0.5 | -0.5 | -0.2 | -1.4 | -2
O=C(NC1CCCCCC1)c1[nH]c(C(F)(F)F)nc1-c1ccccc1 | -3 | . | -0.6 | 4 | -15 | . | -1.1 | 0.3 | -0.9 | -1.0 | -5
CCCCNc1cc(C(=O)O)cc(S(N)(=O)=O)c1Oc1ccccc1 | -3 | 5.5 | 1.1 | -57 | -6 | 0.6 | -3.4 | -3.0 | 0.2 | -1.8 | 2&5
Cc1ccc(NC(=O)c2ccc3ccccc3n2)cc1S(=O)(=O)N1CCOCC1 | -1 | 2.2 | 0.1 | 4 | 1 | 0.2 | -0.7 | 0.2 | -0.8 | -1.3 | -4
O=C(CCn1c(=O)oc2ccccc21)N1CCN(c2ccccc2F)CC1 | -2 | 1.5 | -0.2 | -3 | 1 | 0.9 | -0.2 | -0.6 | 2.3 | -0.9 | -1
CSc1nncc(-c2ccccc2)n1 | 4 | 0.4 | 0.5 | -6 | 2 | -0.9 | 0.5 | -1.1 | -1.0 | -0.6 | 1
CCCOC(=O)c1ccc(Oc2cn[nH]c2-c2ccc(OCC(=O)NN)cc2O)cc1 | -5 | 0.9 | -0.6 | -31 | -22 | -1.5 | 1.8 | -0.9 | 1.7 | -1.4 | -2
Cn1cc(CNC(=O)c2sc3cccc(Cl)c3c2Cl)cn1 | 0 | 1.7 | -0.2 | -1 | -4 | -1.5 | -1.2 | -2.0 | 0.7 | -1.8 | 8
CC(=O)C1=C(O)C(=O)N(c2ccccn2)C1c1ccccc1[N+](=O)[O-] (stereo unspecified) | 1 | 0.2 | -0.3 | -29 | -1 | -0.2 | -0.7 | 4.6 | 0.8 | -0.7 | -3

Screens: PubChem, several laboratories
